# Screens: PubChem BioAssay, several laboratories
# hDAT+cocaine – human DAT dopamine uptake with cocaine, either direction; 110,000 compounds, 1.3% hits; LLC-PK1 hDAT cells, [14C]-dopamine uptake with cocaine IC80; actives deviate in either direction; B-score at 10 µM; AID 449768;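 active = Z score or B-score, a plate-position-corrected score, falls beyond the plate's 99.7% confidence bounds, in either direction; inactive = both scores lie inside the 99.7% bounds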;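 also: scored against the spread of the other compound wells on the same plate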
# Target sequence (Q01959 whole entry, looked up): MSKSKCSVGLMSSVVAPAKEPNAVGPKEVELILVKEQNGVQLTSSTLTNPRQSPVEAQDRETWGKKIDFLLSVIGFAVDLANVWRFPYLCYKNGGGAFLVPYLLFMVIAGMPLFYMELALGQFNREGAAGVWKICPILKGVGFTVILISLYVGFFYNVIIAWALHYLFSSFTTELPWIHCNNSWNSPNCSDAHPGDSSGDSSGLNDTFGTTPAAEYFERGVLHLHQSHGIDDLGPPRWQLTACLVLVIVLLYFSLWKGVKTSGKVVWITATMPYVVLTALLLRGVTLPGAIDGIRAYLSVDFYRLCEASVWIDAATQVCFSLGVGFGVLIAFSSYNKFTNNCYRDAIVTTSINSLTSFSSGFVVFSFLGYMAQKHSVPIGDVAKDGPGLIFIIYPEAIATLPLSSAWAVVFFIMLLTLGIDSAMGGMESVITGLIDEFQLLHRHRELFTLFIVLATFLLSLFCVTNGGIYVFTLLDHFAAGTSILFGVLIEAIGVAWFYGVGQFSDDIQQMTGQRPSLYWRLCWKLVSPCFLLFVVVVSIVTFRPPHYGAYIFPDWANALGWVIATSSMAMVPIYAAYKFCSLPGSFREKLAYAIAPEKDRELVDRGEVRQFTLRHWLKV
# HUVEC inhibit – human endothelial cell proliferation inhibition; HUVEC proliferation, CellTiter-Glo luminescence, 72 h; hits give low values; viability, % at 10 µM (by protocol); 86,000 compounds, 1.1% hits;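 active = viability at or below 30%; inactive = viability above 30%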;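 also: 100% = median luminescence of DMSO-only cell control wells on each plate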
# H69AR inhibit – growth inhibitors of human H69AR lung tumor cells; AID 598; 85,000 compounds, 6% hits; H69AR lung tumor viability, ATP luminescence, 72 h; hits give low values; viability, % at 10 µM;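 active = viability at or below 40%; inactive = viability above 40%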;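 also: multidrug resistant small cell line overexpressing MRP-1 efflux transporter; 100% = mean luminescence of untreated control wells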
# S1P2 ag – S1P2 (human) receptor agonism; 97,000 compounds, 0.46% hits; AID 729; S1P2-expressing cell line, agonist reporter read-out; activation, % at 4.5 µM; O95136; in the data active = activation above about 16%;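 also: 0% = vehicle low control and 100% = maximal reference agonist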
# Target sequence (O95136 whole entry, looked up): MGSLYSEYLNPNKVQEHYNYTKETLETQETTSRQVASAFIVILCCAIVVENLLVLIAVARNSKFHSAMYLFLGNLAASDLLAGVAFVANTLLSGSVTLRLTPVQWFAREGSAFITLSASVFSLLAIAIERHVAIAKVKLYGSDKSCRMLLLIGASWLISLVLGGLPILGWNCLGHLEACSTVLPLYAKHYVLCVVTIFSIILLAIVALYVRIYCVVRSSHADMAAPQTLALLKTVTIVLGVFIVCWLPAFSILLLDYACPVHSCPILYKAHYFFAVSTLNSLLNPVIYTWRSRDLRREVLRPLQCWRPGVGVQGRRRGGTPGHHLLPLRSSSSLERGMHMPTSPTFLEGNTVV
# S1P2 antag – antagonists of human S1P2 receptor | inhibition, % at 5 µM | 97,000 compounds, 0.21% hits | O95136 | cell-based S1P2 antagonist assay, inhibition at 5 uM; in the data active = inhibition above about 45%;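 also: CRE beta-lactamase reporter cells expressing human S1P2 stimulated with S1P; 0% = agonist at EC80 alone and 100% = agonist plus reference antagonist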
# Lung fibro prol – blocks proliferation of human lung fibroblasts; LL 47 human lung fibroblast viability, ATP luminescence; hits give low values; viability, % at 10 µM; 85,000 compounds, 1.1% hits;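 active = viability at or below 50% in the single dose screen; inactive = viability above 50%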;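 also: compound exposure lasted 72 h before the ATP readout; 100% = median luminescence of untreated cell-only wells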
#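 Test system: LL 47 human lung fibroblasts / Incubation: 72 h compound exposure at 37 °C after overnight plating / Technique: luminescent ATP detection, CellTiter-Glo / Compound dosing: 0.1% DMSO in all compound wells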
# PostGolgi ctrl – inhibits growth of the yeast control strain | efflux-deficient yeast background strain, growth absorbance A615, 16 h | inhibition, % at 10 µM | 98,000 compounds, 5% hits
# PostGolgi yeast – growth inhibition of a yeast mutant, post-Golgi transport screen; inhibition, % at 10 µM; 98,000 compounds, 0.9% hits; post-Golgi transport phenotypic cell assay; AID 739;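 also: yeast cells grown in 1536-well plates; yeast grown about 18 h at 30C before absorbance read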
# E coli WT exp – E. coli BW25113 growth inhibition, expanded screen | AID 710 | 98,000 compounds, 0.15% hits | OD600 absorbance | growth inhibition, % at 100 µM;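 active = growth inhibition above about 50% at one test dose, limit read from the data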;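 also: growth measured after 20 h incubation at 37 °C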
# * marks the source's active call; other numbers are inactive results; · = no result given. Rule as the data show it, unless noted: active = inhibition above about 30%; inactive = the rest.
SMILES,hDAT+cocaine,HUVEC inhibit,H69AR inhibit,S1P2 ag,S1P2 antag,Lung fibro prol,PostGolgi ctrl,PostGolgi yeast,E coli WT exp
N#Cc1cc(C(=O)c2cc(Br)ccc2O)cn(C2CCCCC2)c1=O,-0.576,97.9,12.9*,-3.1,0.9,92.7,8.1,9.7,-1.0
O=C(Cn1cnc2ccccc2c1=O)NCc1ccco1,0.54,122.8,86.0,-4.4,14.2,100.2,-11.4,10.7,5.0
Cc1ccc(CC2S/C(=N/c3ccccn3)NC2=O)cc1 (configuration not stated),0.446,·,·,-2.5,-12.3,·,3.3,-3.0,-5.0
O=C(O)C1CCCCC1C(=O)Nc1nc(-c2cccs2)cs1 (configuration not stated),1.74,93.1,102.8,0.7,-23.0,93.8,2.4,-4.0,8.0
COCCn1c(SCC(=O)NCc2ccccc2)nnc1-c1ccco1,-0.175,87.0,98.0,-6.1,8.9,95.8,·,·,·
CC(C)CNC(=O)c1ccc(COc2ccc(Cl)cc2Cl)o1,0.97,94.0,64.4,-5.9,7.1,92.3,32.3*,-9.3,13.0
Cc1cc(/C=C(\C#N)C(=O)NCC2CCCO2)c(C)n1-c1ccc(Cl)cc1 (configuration not stated),0.54,·,·,1.3,-8.3,·,15.2,3.4,-9.0
N#CC1=C(SCC(=O)Nc2ccccc2)NC(=O)CC1c1ccco1 (configuration not stated),-0.198,53.7,89.9,-3.4,-6.5,73.6,·,·,·
Nc1nc(Br)c2c(F)cccc2c1-c1ccc(Cl)cc1,1.14,·,·,38.4*,-8.1,·,4.1,18.9,-15.0
CC(C)N1CC2(c3ccccc3)CN(C(C)C)CC(c3ccccc3)(C1)C2=O,0.0249,92.4,97.7,0.3,16.9,96.4,12.8,-1.1,3.0
CC(C)NCCOc1cccc(Br)c1,0.525,97.4,90.8,-1.7,9.6,101.7,1.2,-4.5,4.0
Cc1csc(NC(=O)C(CC(C)C)NS(=O)(=O)c2ccc3c(c2)oc(=O)n3C)n1 (configuration not stated),-1.49,85.3,94.2,-3.6,15.3,100.3,-6.7,-2.4,-4.0
CCc1ccc(-c2nc(CN3CCC(C(=O)N4CCN(c5ccccn5)CC4)CC3)c(C)o2)cc1,·,31.3,38.7*,-12.4,40.7,95.5,11.4,24.6,15.0
N/C(=N\OS(=O)(=O)c1ccc2ccccc2c1)c1ccncc1,0.208,81.3,99.2,-10.2,-7.5,93.1,5.3,7.7,2.0
O=C1NC(c2ccccc2)(C(F)(F)F)SC2=NCCCN12 (configuration not stated),-1.68,92.1,89.9,-1.8,-19.6,90.8,25.0,-9.2,-6.0
CC(=O)Nc1ccc(S(=O)(=O)NC(CC(=O)NCCCN2CCOCC2)C(C)C)cc1 (configuration not stated),0.211,·,·,-5.6,-2.8,·,-1.9,-4.2,25.0
CCOC(=O)N1CCC(C(N)=O)CC1,0.87,108.6,92.8,-1.4,8.6,100.3,-1.1,-8.8,1.0
COC(=O)Cc1c[nH]c2cccc(OCC(O)CN(Cc3ccc([N+](=O)[O-])cc3)C(C)(C)C)c12 (configuration not stated),0.0023,83.5,39.7*,-7.8,16.9,96.8,9.5,4.8,-2.0
O=C(CCn1c(=S)[nH]c2cc3c(cc2c1=O)OCO3)N1CCc2ccccc2C1,·,78.7,97.1,-2.5,-2.9,97.5,10.8,-5.0,-5.0
O=C(NC(NC1CCS(=O)(=O)C1)C(Cl)(Cl)Cl)c1cccc(Cl)c1 (configuration not stated),-0.843,·,·,-3.2,-11.6,·,14.5,11.5,3.0
C/C(N)=C(/C#N)C(=O)COC(=O)COc1ccc(Cl)cc1C,0.332,·,·,-0.6,-23.8,·,4.6,1.0,0.0
Cc1ccc(-c2cc(-c3ccccc3O)nc(N/N=C/c3cccnc3)n2)cc1,0.0285,·,·,-4.0,1.9,·,-0.1,2.6,-5.0
CCc1ccc(-c2nn(Cc3ccccc3)cc2/C=C/C(=O)O)cc1,0.528,95.2,79.4,-6.4,25.9,100.7,17.2,0.3,3.0
CS(=O)(=O)Nc1ccc(C(=O)NC2CCCC2)cc1,0.736,91.7,88.8,-0.6,-4.2,99.0,18.9,-1.8,-10.0
CCCOc1ccc(-c2cnc(SCC(N)=O)nc2N)cc1,0.536,88.5,80.0,-7.8,-17.8,107.0,1.1,0.2,-4.0

# A different layout for part of the listing above.
# Results follow in this order: hDAT+cocaine	HUVEC inhibit	H69AR inhibit	S1P2 ag	S1P2 antag	Lung fibro prol	PostGolgi ctrl	PostGolgi yeast	E coli WT exp
- Cc1csc(NC(=O)C(CC(C)C)NS(=O)(=O)c2ccc3c(c2)oc(=O)n3C)n1 (configuration not stated)
→ -1.49	85.3	94.2	-3.6	15.3	100.3	-6.7	-2.4	-4.0
- CCc1ccc(-c2nc(CN3CCC(C(=O)N4CCN(c5ccccn5)CC4)CC3)c(C)o2)cc1
→ ·	31.3	38.7*	-12.4	40.7	95.5	11.4	24.6	15.0
- N/C(=N\OS(=O)(=O)c1ccc2ccccc2c1)c1ccncc1
→ 0.208	81.3	99.2	-10.2	-7.5	93.1	5.3	7.7	2.0

# Next section
SMILES,hDAT+cocaine,HUVEC inhibit,H69AR inhibit,S1P2 ag,S1P2 antag,Lung fibro prol,PostGolgi ctrl,PostGolgi yeast,E coli WT exp
CCOC1(NC(=O)c2ccccc2)C(C)=CC(=O)C=C1C,-0.00294,98.7,86.3,-7.8,2.5,98.3,0.8,5.7,2.0
CCCCOc1cccc(C(=O)O)c1,-0.0147,82.8,95.7,-2.7,7.7,98.7,22.4,-6.0,-3.0
CC(C(=O)c1ccccc1)n1cnc2ccccc2c1=O (configuration not stated),0.0708,104.0,96.5,-3.2,14.3,97.0,11.8,7.6,-2.0
CCNS(=O)(=O)c1cc(S(C)(=O)=O)ccc1Cl,-0.728,97.2,102.8,-5.5,5.8,94.9,3.4,-1.8,6.0
CCN(CC)C1CC(=O)N(c2cccc(C)c2)C1=O (configuration not stated),0.401,105.8,96.2,·,·,94.1,3.8,-15.3,5.0
COc1cccc(NC(=O)CSc2nnc(-c3cc(-c4ccccn4)nc4ccccc34)o2)c1,-0.0488,88.8,58.3,-1.7,10.6,106.2,50.4*,-7.5,2.0
CCC(=O)Nc1nc(CC(=O)Nc2ccccc2)cs1,·,98.4,97.8,-4.0,12.4,101.2,8.3,-4.4,13.0
CC1(C)CC(=O)C2=C(C1)N(Cc1ccco1)C(=O)C2(O)C(F)(F)F (configuration not stated),0.0108,91.6,85.1,-0.1,17.4,106.1,1.6,-6.8,-12.0
COC(=O)CC/C(C)=N\Nc1ccc([N+](=O)[O-])cc1[N+](=O)[O-],-0.453,·,·,-8.7,15.0,·,13.8,-3.3,-13.0
C=CCNc1nnc(SC2CC(=O)N(c3ccc(OC)cc3)C2=O)s1 (configuration not stated),-0.206,96.9,76.7,0.8,-17.9,98.0,24.1,0.3,13.0
CCOc1ccc(S(=O)(=O)NCC2CCCO2)cc1 (configuration not stated),0.0827,99.1,97.0,-5.2,-2.2,102.0,1.5,-0.3,9.0
Cc1ccc(-c2nc3ncccc3o2)cc1NC(=O)Cc1ccc(Cl)cc1,0.383,98.4,68.0,-4.2,26.7,86.6,·,·,·
O=C(NCC1CCCO1)c1ccc2c(c1)OCO2 (configuration not stated),1.39,89.9,93.2,-10.9,3.8,88.8,6.8,-1.7,13.0
CCC1CCCCN1C(=O)Cn1c(C(=O)OC)cc2ccsc21 (configuration not stated),0.152,93.7,86.1,-1.0,-7.8,94.7,15.9,-8.3,0.0
Nc1cc(N)nc(SCC(=O)Nc2ccccc2)n1,0.0254,104.3,90.2,-6.0,-11.0,102.6,·,·,·
Cc1nn(Cc2ccc([N+](=O)[O-])cc2)c(=O)n1-c1c(F)cccc1F,0.879,·,·,-1.6,-2.9,·,16.4,-3.4,5.0
CCN(CC)CCCOC(=O)C1(c2ccccc2)CCCC1,-0.354,92.8,77.5,-5.3,5.6,96.5,10.5,-4.0,-3.0
O=C(NC1CC2CCCC(C1)N2C(=O)NC1CCCCC1)c1ccccc1 (configuration not stated),·,88.7,102.2,-4.5,-11.6,97.1,-1.1,-0.5,3.0
Cc1ccc(CCNc2ccccc2C)cn1,-0.46,104.6,108.3,-1.2,-29.8,99.4,·,·,·
COC(=O)c1ccc(NC(=O)CSC2=Nc3ccccc3C3CC=NN23)cc1 (configuration not stated),0.764,·,·,-3.1,-8.0,·,14.5,-9.8,1.0
CCOC(=O)CSc1nc(N)cc(=O)[nH]1,0.461,96.1,94.8,-4.6,23.1,·,15.7,3.2,3.0
CCOc1ccc(C(=O)/C=C/c2cn(CN3CCN(C)CC3)c3ccccc23)cc1,0.0623,74.4,84.3,4.3,9.7,106.8,32.5*,-1.8,0.0
CCOc1cc(NC(=O)c2ccccn2)c(OCC)cc1NC(=O)CC(C)C,-0.448,96.1,70.5,-4.6,8.8,104.4,1.0,6.0,8.0
Cc1ccccc1C(O)c1ccccn1 (configuration not stated),-0.0784,·,·,-6.2,16.3,·,7.6,-0.7,6.0
COc1ccc(CCNC(=O)CSc2nnnn2Cc2ccc3c(c2)OCO3)cc1OC,-0.363,95.3,98.8,-5.6,4.5,100.8,5.2,3.1,-7.0
# (further entries)
SMILES,hDAT+cocaine,HUVEC inhibit,H69AR inhibit,S1P2 ag,S1P2 antag,Lung fibro prol,PostGolgi ctrl,PostGolgi yeast,E coli WT exp
Cc1occc1-c1nc(-c2ccccn2)no1,-0.192,86.0,82.4,-8.4,-11.3,89.6,-2.0,-2.8,4.0
CCOC(=O)c1ccc(COC(=O)c2nonc2N)cc1,0.00163,95.5,101.0,-2.9,5.4,105.3,2.9,-2.3,2.0
N#Cc1nc(Cc2ccccc2)oc1N1CCN(c2ccccc2)CC1,-0.459,97.8,92.8,-1.8,-5.1,99.4,8.6,5.0,-12.0
CC(C)NC(C(=O)Nc1cc(Cl)cc(Cl)c1)c1ccccc1 (configuration not stated),-0.485,·,·,-10.1,-15.9,·,-1.9,-11.6,8.0
COc1ccc(C2=NN(CN3C(=O)C(=O)c4ccccc43)C(c3ccc(C)cc3)C2)cc1 (configuration not stated),1.02,102.1,63.0,-3.6,-28.5,99.8,4.7,-6.1,-8.0
O=C(CCc1ccccc1)OCCN1CCOCC1,0.936,107.1,92.4,-1.3,6.6,103.5,3.0,1.3,-2.0
CNCCCC1Sc2ccccc2Oc2ccccc21 (configuration not stated),-0.929,68.1,58.9,-3.2,11.3,94.0,·,·,·
CCOc1ccc(-c2nc(C)c(C(C)=O)n2O)cc1,-1.12,96.0,85.8,-2.7,-8.1,101.6,7.2,7.2,-1.0
CCc1nnc(NC(=O)CSc2nnc(-c3ccccc3NC(=O)c3ccccc3)o2)s1,1.71,86.6,30.1*,-0.7,26.3,58.6,2.3,-1.9,-20.0
CCCCCCN=CC1=C(O)CC(C)(C)CC1=O,-0.429,101.6,87.2,-2.0,-19.9,104.2,15.9,1.0,7.0
CCN(CC)c1ccc(C(=O)n2cnc3ccccc32)cc1,0.847,75.2,21.4*,·,·,87.6,19.6,4.7,-6.0
COc1ccc(C(OC(=O)c2ccco2)C(=O)NCc2ccco2)cc1 (configuration not stated),·,99.6,93.7,-5.3,-3.2,107.3,8.3,-5.2,-14.0
COc1cc(C)ccc1OCCCCN1CC(C)OC(C)C1 (configuration not stated),-0.313,87.4,73.0,0.9,20.1,93.3,33.2*,60.1*,-2.0

# Arranged by value in PostGolgi ctrl (high to low): some entries from above
compound | PostGolgi ctrl
CCCCCCN=CC1=C(O)CC(C)(C)CC1=O | 15.9
CCN(CC)C1CC(=O)N(c2cccc(C)c2)C1=O (configuration not stated) | 3.8
O=C(CCc1ccccc1)OCCN1CCOCC1 | 3.0
Cc1ccc(-c2cc(-c3ccccc3O)nc(N/N=C/c3cccnc3)n2)cc1 | -0.1
